ERAP1 HTS inh – inhibitors of human ERAP1 aminopeptidase; 0.15% of 340,000 active; recombinant ERAP1, Leu-AMC fluorescence, 60 min; AID 652197; Q9NZ08; inhibition, % at 10.7 µM;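 active = mean replicate inhibition of at least 30%, or all replicates individually reaching that 30% level; inactive = mean below 30% and not every replicate reaching it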;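 note: 0% = neutral control wells and 100% = L-leucinethiol positive control wells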
ERp5 block – inhibitors of human ERp5 | 0.05% of 350,000 active | ERp5 insulin aggregation, absorbance 650 nm, 90 min | inhibition, % at 9.99 µM;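 active = mean replicate inhibition above about 25%, with every replicate also reaching it, limit read from the data, passing the limit was not always enough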
Target sequence (Q15084 whole entry, looked up): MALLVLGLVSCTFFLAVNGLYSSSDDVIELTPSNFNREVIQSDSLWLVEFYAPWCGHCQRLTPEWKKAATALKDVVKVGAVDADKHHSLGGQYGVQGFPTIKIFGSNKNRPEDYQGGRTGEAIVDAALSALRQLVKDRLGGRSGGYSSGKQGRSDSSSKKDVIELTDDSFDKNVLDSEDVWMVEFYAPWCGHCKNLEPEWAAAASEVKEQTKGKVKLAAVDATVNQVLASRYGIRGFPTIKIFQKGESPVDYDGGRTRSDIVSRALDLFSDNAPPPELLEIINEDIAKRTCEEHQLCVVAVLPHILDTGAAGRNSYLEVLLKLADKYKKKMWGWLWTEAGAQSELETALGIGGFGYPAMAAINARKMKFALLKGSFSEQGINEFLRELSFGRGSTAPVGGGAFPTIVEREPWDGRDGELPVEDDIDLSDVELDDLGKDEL
XiGFP reactiv – reactivates the inactive X chromosome in mouse fibroblasts | AID 743238 | activation, % at 7.58 µM | XiGFP mouse fibroblasts, % GFP-positive cells imaging, 3 d; cells co-treated with 5-aza-dC sensitizer; scaled so ellipticine positive control = 100% | 0.055% of 360,000 active;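 active = mean normalized replicate activation at least 10% and every replicate at or above 10%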;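 note: 0% = median of on-plate neutral control wells and 100% = ellipticine 6 µM median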
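System: SV40-immortalized XiGFP fibroblast cells, line 68-5-11 / Incubation: 3-day compound exposure, then 15 min fixation at room temperature / Compound: single concentration per compound, delivered by pin transfer / Buffer or medium: DMEM plus 5-aza-dC sensitizer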
S100A4 MyoIIA – inhibitors of human S100A4 binding to myosin IIA peptide; S100A4/TAMRA-MyoIIA peptide fluorescence polarization; inhibition, % at 10.7 µM; 0.14% of 360,000 active; AID 652163;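 active = mean inhibition of at least 70% across replicates, with every replicate also reaching that level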
Target sequence (P26447 whole entry, looked up): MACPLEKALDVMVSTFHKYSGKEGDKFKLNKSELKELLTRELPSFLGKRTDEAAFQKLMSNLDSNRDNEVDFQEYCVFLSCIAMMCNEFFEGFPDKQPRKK
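Material: S100A4 monomer protein | Medium: HEPES pH 7.2 with CaCl2, KCl, NaCl, DTT, Triton | Reagent: Labelled myosin peptide probe, 5 nM | Doses: One dose per compound | Times: 5 min incubation before reading | Benchmarks: Neutral control DMSO, positive control TFP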
RAD54 branch – blocks human RAD54 Holliday junction branch migration | Q92698 | FAM/BHQ fluorescence | inhibition, % at 10.4 µM | 0.14% of 360,000 active;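 active = mean normalized replicate activity at least 40 and at least half of replicates scoring 40 or more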;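 note: 0% = median of neutral control wells and 100% = median of positive control wells; inhibitors cause a drop in the FAM fluorescence signal; in these data hits start at about 50%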
esBAF inh – inhibitors of esBAF chromatin remodeling in mouse ES cells | reporter increase, % at 12.5 µM | 2% of 350,000 active | Bmi1-luciferase knock-in reporter, 24 h; 100% = twice the neutral-well signal | AID 602393; in the data active = activation above about 40%;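 note: 0% = median of the plate's neutral control wells and 100% = double that signal; a rise in the Bmi1 reporter signal indicates esBAF inhibition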
RAD52 inh – blocks human RAD52 DNA annealing; P43351; recombinant RAD52 DNA annealing, FRET fluorescence; inhibition, % at 18.7 µM; 0.46% of 360,000 active;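 active = every replicate showing at least 50% inhibition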
Target sequence (P43351 whole entry, looked up): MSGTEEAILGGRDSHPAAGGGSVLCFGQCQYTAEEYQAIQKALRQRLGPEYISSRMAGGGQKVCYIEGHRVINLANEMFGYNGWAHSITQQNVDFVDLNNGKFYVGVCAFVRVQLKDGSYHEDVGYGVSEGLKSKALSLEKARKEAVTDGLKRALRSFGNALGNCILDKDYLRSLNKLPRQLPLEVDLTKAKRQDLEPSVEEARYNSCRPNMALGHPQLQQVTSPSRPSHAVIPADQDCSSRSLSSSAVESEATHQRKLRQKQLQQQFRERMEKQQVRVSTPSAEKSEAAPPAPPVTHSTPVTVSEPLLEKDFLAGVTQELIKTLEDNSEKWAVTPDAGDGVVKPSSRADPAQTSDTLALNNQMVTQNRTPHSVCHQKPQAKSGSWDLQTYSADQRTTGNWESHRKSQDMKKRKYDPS
E-sel inducer – induces E-selectin expression in human endothelial cells; P16581; activation, % at 7.58 µM; HUVEC E-selectin immunofluorescence imaging; normalized: neutral wells 0, TNF-alpha wells 100; 0.37% of 260,000 active;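 active = mean E-selectin-positive cell signal at least 10% of the positive control, reached in at least 60% of replicates, without over 20% cell loss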;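 note: in these data hits start at about 27%; measured in HUVEC primary endothelial cells; signal is the percent of cells scored E-selectin positive by PE staining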
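Material: HUVEC primary endothelial cells; Amount: 3,000 cells per well; Dosing: single concentration; Medium: EGM-2 growth medium on 0.1% gelatin-coated wells; Read-out basis: percent E-selectin-positive cells; Signal: immunofluorescence imaging; Control set: TNF-alpha, DMSO.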
The depositor's hits bear a star; i = inactive; x = not tested or not shown.

entry | Molecule | ERAP1 HTS inh | ERp5 block | XiGFP reactiv | S100A4 MyoIIA | RAD54 branch | esBAF inh | RAD52 inh | E-sel inducer
1 | Cc1ccc(S(=O)(=O)N(C)C[C@@H]2OCCCC[C@@H](C)Oc3ccc(NC(=O)Nc4ccc5c(c4)OCO5)cc3C(=O)N([C@@H](C)CO)C[C@H]2C)cc1 | -2.2 | -2.1 | 0.0 | -8.1 | 8.0 | 4.4 | -3.7 | x
2 | Cc1ccc(C)c(S(=O)(=O)Nc2ccc(O)c(C(=O)O)c2)c1 | -2.0 | 2.0 | 0.0 | -1.7 | x | x | -21.1 | x
3 | CO[C@H]1CN(C)C(=O)c2cc(NC(=O)Nc3c(C)noc3C)ccc2OC[C@@H](C)N(C)C[C@H]1C | 0.6 | -5.6 | 0.0 | 0.0 | -8.6 | -1.5 | 4.6 | 0.2
4 | CCC(C)(C)n1nnnc1C(c1cccnc1)N1CCCC(C)C1 (configuration not stated) | -1.7 | 2.4 | 0.1 | -11.2 | -6.2 | -17.3 | -0.7 | 0.8
5 | O=C(CC1CC1)Nc1ccc2c(c1)[C@H]1C[C@H](CC(=O)N3CCOCC3)O[C@@H](CO)[C@H]1O2 | x | x | 0.0 | x | 1.1 | -5.4 | x | 0.6
6 | CCNC(=S)N1CCC(n2cnc3ccccc32)CC1 | 2.3 | -17.1 | 0.0 | 3.0 | x | x | -9.2 | x
7 | CCCN(CC(=O)Nc1ccc(F)c(F)c1F)C(=O)CCc1nc2ccccc2c(=O)[nH]1 | -2.3 | -0.3 | 0.5 | -1.0 | 2.8 | -4.1 | -48.5 | -0.7
8 | CN(C)c1ccc(/C=C/C#N)cc1 | 1.4 | 1.2 | 0.0 | -2.7 | 2.3 | 3.4 | -10.6 | -0.2
9 | CCn1cc(CN2CCN(Cc3ccc(OC)c(C)c3C)C(CCO)C2)c(C)n1 (configuration not stated) | -0.4 | 1.7 | 0.0 | 0.2 | 6.3 | -7.5 | -4.6 | 5.0
10 | CCC(=O)N(C)C[C@H]1Oc2ncc(/C=C/c3ccccc3)cc2C(=O)N([C@H](C)CO)C[C@@H]1C | 0.1 | 4.4 | -0.7 | 18.7 | 4.4 | 0.7 | 10.8 | 0.0
11 | Cc1cccc(C(=O)Nc2sc(-c3ccccc3)cc2C(=O)O)c1 | 0.9 | -3.9 | 0.2 | -3.3 | 0.5 | 68.1* | -20.0 | -0.1
12 | CCn1ncc([N+](=O)[O-])c1C(=O)Nc1ccc(C)c(C)c1 | 3.6 | -6.2 | 0.0 | -6.6 | 2.9 | 2.7 | -12.4 | x
13 | COc1ccc(NC(=O)CN(C)C(=O)c2ccc(=O)[nH]c2)cc1 | -3.4 | -0.3 | -0.1 | -2.5 | 0.5 | -4.6 | -5.5 | 0.7
14 | CCN(CC)CCNC(=O)c1cc2c(=O)n(C)c3ccccc3c2n1C | x | 5.8 | 0.2 | -0.4 | 60.8* | -0.6 | 38.6 | -0.1
15 | O=c1c(-c2ccco2)[n+]([O-])c2ccccc2n1OCc1ccccc1[N+](=O)[O-] | 7.5 | 2.3 | 0.0 | 2.6 | x | x | -113.8 | x
16 | COC(=O)c1ccc(-n2nnnc2SCC(=O)Nc2ccccc2F)cc1 | -1.2 | 5.5 | 0.0 | 7.5 | -0.4 | 4.6 | -15.1 | x
17 | CCOc1ccc(/C=N/NC(=O)Cc2csc(Nc3cccc(C(F)(F)F)c3)n2)c(OCC)c1 | 0.4 | 2.5 | x | -1.8 | 0.5 | -0.8 | 0.3 | x
18 | O=C(Nc1ccc(F)cc1)N[C@H]1CC[C@@H](CCNS(=O)(=O)c2ccccc2F)O[C@@H]1CO | -3.5 | 0.1 | 0.3 | -3.7 | -1.5 | 1.7 | -2.9 | 0.0
19 | C=CCN(CC=C)C(=O)COC(=O)c1ccc(Sc2ncn[nH]2)c([N+](=O)[O-])c1 | -0.1 | -5.4 | -0.1 | -12.0 | x | x | -6.0 | 4.1
20 | Cc1cccc(N2CCN(S(=O)(=O)c3cccc4nonc34)CC2C)c1 (configuration not stated) | -4.4 | 3.5 | 0.5 | 5.0 | -7.0 | -10.0 | 1.9 | -0.8
21 | Cc1ccc(N(C)c2nc(N)nc(N)c2N=O)cc1 | 9.3 | -0.8 | 0.1 | 191.0* | x | x | i | -0.1
22 | CCN(CC)C(=O)c1[nH]cnc1C(=O)N[C@@H](CCCCNC(=O)OC(C)(C)C)C(=O)OC(C)(C)C | 0.4 | 5.1 | 0.0 | 13.2 | 1.7 | 13.2 | -6.0 | -0.2
23 | CCOc1ccc(C(=O)Nc2cc(=O)n(C)c(=O)n2C)cc1 | 1.0 | 1.7 | 0.1 | -0.4 | -8.8 | -42.6 | 0.6 | 0.6
24 | COc1cccc2cc(C(=O)Oc3ccccc3)c(=O)oc12 | 0.1 | 3.0 | -0.1 | 3.4 | -5.0 | -7.5 | 4.9 | 0.2
25 | CC(=O)N1CCC2(CC1)CC(=O)c1cc(OCC(=O)N3CCOCC3)ccc1O2 | x | -4.9 | 0.9 | 5.5 | x | -3.4 | -9.1 | -0.5
26 | N#C[C@H]1[C@@H](c2ccc(C3=CCCC3)cc2)[C@@H](CO)N1C(=O)NC1CCCC1 | -0.5 | 3.3 | 0.0 | -6.5 | -10.1 | -0.3 | -44.1 | -0.1
27 | CCCCn1c(N)c(N(CC(C)C)C(=O)CSc2ccc3c(c2)OCCO3)c(=O)[nH]c1=O | 1.8 | x | 0.0 | 4.8 | 5.0 | -0.5 | -29.4 | 2.1
28 | O=C(N/N=C/c1ccc(Cl)cc1)c1ccc2nc[nH]c2c1 | -1.4 | -1.9 | 0.1 | 3.7 | -4.5 | 12.2 | -5.3 | 24.3
29 | O=C(Oc1ccc(/C=N/NC(=O)c2ccccn2)cc1)c1cccc(F)c1 | 0.6 | -3.1 | -0.1 | 3.4 | 13.0 | 15.8 | -10.6 | 0.1
30 | CCC(=O)N[C@@H]1C=C[C@@H](CC(=O)NCC2CCCCC2)O[C@@H]1CO | 1.6 | 5.7 | 0.0 | -2.2 | 7.6 | 2.6 | 0.0 | 5.4

The listing continues.
No. | canonical_smiles | ERAP1 HTS inh | ERp5 block | XiGFP reactiv | S100A4 MyoIIA | RAD54 branch | esBAF inh | RAD52 inh | E-sel inducer
31 | O=C(Nc1cccc(O)c1)c1ccc2c(c1)C(=O)N(Cc1ccco1)C2=O | 0.7 | 14.2 | 0.5 | -4.2 | -3.5 | x | -23.3 | x
32 | COc1ccc(Sc2ccc(-c3nc4cnccn4c3NC3CCCCC3)cc2OC)cc1 | 0.0 | -0.5 | -0.2 | 5.8 | -8.1 | -2.4 | -77.8 | 0.0
33 | COc1cccc(-c2cnc(C(O)c3ccc(Cl)c(F)c3)[nH]2)c1 (configuration not stated) | -0.4 | 4.8 | -0.1 | -11.4 | 6.8 | 6.8 | -51.5 | -0.2
34 | C[C@@H]1CN([C@@H](C)CO)C(=O)Cc2cc(NS(=O)(=O)c3cccs3)ccc2O[C@H]1CN(C)CC1CCCCC1 | 6.7 | 5.0 | 0.5 | 36.0 | -5.9 | -4.9 | 23.8 | 0.9
35 | CC(=O)Nc1ccc(NC(=O)C(C)OC(=O)c2ccc3c(c2)OCCO3)cc1 (configuration not stated) | x | -4.8 | 0.1 | -2.7 | 17.3 | x | -5.9 | -0.3
36 | CCC(=O)N1[C@H](CO)[C@H](c2ccc(-c3cccc(F)c3)cc2)[C@@H]1CN(C)C(C)=O | -2.5 | 3.5 | 0.2 | -1.0 | 1.0 | 3.2 | 4.3 | -0.4
37 | O=C(CN1CCN(Cc2ccccc2)CC1)Nc1nnc(C(F)(F)F)s1 | -3.2 | -1.8 | -0.1 | -3.6 | 4.0 | -2.3 | -13.3 | 1.2
38 | CC(=O)NC(c1ccccc1)c1nc(-c2cc(F)cc(F)c2)cs1 (configuration not stated) | 4.6 | 3.9 | -0.2 | 3.2 | 0.4 | -9.8 | 25.2 | 0.1
39 | COc1ccc(Nc2c(-c3cc4ccccc4o3)nc3nc(C)cc(C)n23)cc1 | 0.3 | 3.5 | 0.0 | 1.5 | x | x | -10.2 | 0.1
40 | Cn1nc(C(=O)OCC(=O)Nc2ccc(S(N)(=O)=O)cc2)c2ccccc2c1=O | -5.3 | 6.5 | -0.1 | 1.8 | x | x | -6.3 | x
41 | Cc1ccc(O)c(N=Nc2ccc(S(=O)(=O)N3CCCC3)cc2)c1 | x | -0.2 | 60.7* | 0.6 | 2.3 | 3.7 | -11.1 | 0.1
42 | COc1cc(/C=N/NC(=O)c2cccs2)ccc1O | 3.2 | -7.4 | -0.1 | 0.5 | 8.6 | 8.7 | -5.7 | 1.5
43 | COc1cccc(/C=C2\CCc3ccccc3C2=O)c1 | 1.8 | 1.9 | 0.0 | -6.7 | 11.1 | 42.2 | -8.6 | -0.1
44 | C[C@H](CO)N1C[C@H](C)[C@H](CN(C)S(=O)(=O)c2cccs2)Oc2ccc(NS(=O)(=O)c3ccccc3)cc2CC1=O | -1.3 | -7.9 | 0.0 | 2.4 | -7.4 | 1.7 | 0.9 | -0.3
45 | CCOc1ccc(N(CC(=O)NCCSCc2ccco2)S(=O)(=O)c2ccc(C)cc2)cc1 | 4.4 | 1.3 | 0.3 | 1.3 | -10.8 | 0.8 | -19.2 | -0.2
46 | CCC(=O)N1C[C@@H](C)[C@H](OC)CN(C)C(=O)c2ccc(NC(=O)c3cc(C)on3)cc2OC[C@H]1C | x | x | 0.2 | x | -7.0 | 1.5 | x | 0.0
47 | O=C(NCc1ccccn1)c1ccc(NS(=O)(=O)c2ccccc2)cc1 | 0.8 | 0.1 | 0.0 | -0.7 | -3.2 | 2.4 | -9.4 | -0.2
48 | O=c1cn[nH]c2ccccc12 | 2.7 | -2.2 | 0.0 | -1.2 | -13.4 | x | -7.7 | -2.6
49 | O=C(O)CCc1ccc(S(=O)(=O)Nc2ccccc2N2CCCCC2)cc1 | 6.8 | 1.7 | 1.1 | 6.2 | -6.1 | -8.2 | -28.8 | x
50 | CNC[C@H]1OCCCC[C@H](C)Oc2ccc(NS(=O)(=O)c3ccc(C)cc3)cc2C(=O)N([C@@H](C)CO)C[C@H]1C | 3.0 | 6.2 | 0.2 | 4.2 | 4.2 | -5.5 | -74.4 | -0.2

Another view of some results above:
Sequence of screens: ERAP1 HTS inh | ERp5 block | XiGFP reactiv | S100A4 MyoIIA | RAD54 branch | esBAF inh | RAD52 inh | E-sel inducer
#1 Cc1ccc(S(=O)(=O)N(C)C[C@@H]2OCCCC[C@@H](C)Oc3ccc(NC(=O)Nc4ccc5c(c4)OCO5)cc3C(=O)N([C@@H](C)CO)C[C@H]2C)cc1
  -2.2 | -2.1 | 0.0 | -8.1 | 8.0 | 4.4 | -3.7 | x
#2 Cc1ccc(C)c(S(=O)(=O)Nc2ccc(O)c(C(=O)O)c2)c1
  -2.0 | 2.0 | 0.0 | -1.7 | x | x | -21.1 | x
#3 CO[C@H]1CN(C)C(=O)c2cc(NC(=O)Nc3c(C)noc3C)ccc2OC[C@@H](C)N(C)C[C@H]1C
  0.6 | -5.6 | 0.0 | 0.0 | -8.6 | -1.5 | 4.6 | 0.2
#4 CCC(C)(C)n1nnnc1C(c1cccnc1)N1CCCC(C)C1 (configuration not stated)
  -1.7 | 2.4 | 0.1 | -11.2 | -6.2 | -17.3 | -0.7 | 0.8

Outcome played no part in choosing rows. About 2.5% of those tested had a hit in this group.
